Screening results from PubChem.
aGlu spleen mod – lysosomal alpha-glucosidase (human) modulation | P10253 | human spleen homogenate, 4-MU-alpha-glucoside fluorescence | Potency, µM (titrated, usually from 79.9 µM), without a hit: top-dose activity change, negative = inhibition, usual class: inhibitors | actives 0.006% (n = 240,000) | AID 2112;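 further: 0% = enzyme with vehicle and -100% = no enzyme basal signal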
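AC50 values come from Hill-equation fits of concentration-response data, normalized to no-enzyme and full-activity controls. Enzyme source: 1 ug human spleen homogenate; 1 mM fluorogenic 4-MU glucoside, pH 5.0 citrate buffer, 37 C, 40 min.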
RGS12 GoLoco inh – RGS12 GoLoco-Gai1 interaction inhibition | Potency, µM (doses to about 61.6 µM), for the others: top-dose activity, negative = inhibition, most hits filed as inhibitors | P63096 | Gai1:RGS12 GoLoco peptide FP, rhodamine, 10 min | actives 0.44% (n = 230,000); active means well fitted inhibition curve with a large enough effect, not every such curve was filed as active; inactive means no such curve, though single readings can be large or run the other way; further: on the % scale 0 is the no-effect control and ±100 the full control effect; nearly all actives have a fitted effect of over 30% in size; many of its hits are not listed in these tables
KDM4E inh – blocks human JMJD2E demethylase activity. B2RXH2. JMJD2E catalytic domain, FDH-coupled NADH fluorescence (FDH is formaldehyde dehydrogenase). Potency, µM (highest dose often 57.1 µM), without a hit: at the highest dose activity change, negative = inhibition, usual class: inhibitors. actives 1.6% (n = 230,000); active means well fitted inhibition curve with a large enough effect, not every such curve was filed as active; inconclusive means small, poorly fitted or top-dose-only effect, or another doubt; inactive means no such curve, though single readings can be large or run the other way;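 further: 0% = wells with enzyme and -100% = buffer wells without enzyme; nearly all actives have a fitted effect of over 50% in size; many of its hits are not listed in these tables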
aGal spleen mod – alpha-galactosidase A (human) modulation; P06280; human spleen homogenate, 4MU-alpha-Gal fluorescence, 40 min; Potency, µM (series often up to 80 µM), for inactives: at the highest dose activity change, negative = inhibition, hits mostly inhibitors; actives 0.008% (n = 240,000); AID 2107;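 further: 0% = enzyme with vehicle and -100% = no enzyme basal signal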
Target sequence (P06280 32-429 limits assumed): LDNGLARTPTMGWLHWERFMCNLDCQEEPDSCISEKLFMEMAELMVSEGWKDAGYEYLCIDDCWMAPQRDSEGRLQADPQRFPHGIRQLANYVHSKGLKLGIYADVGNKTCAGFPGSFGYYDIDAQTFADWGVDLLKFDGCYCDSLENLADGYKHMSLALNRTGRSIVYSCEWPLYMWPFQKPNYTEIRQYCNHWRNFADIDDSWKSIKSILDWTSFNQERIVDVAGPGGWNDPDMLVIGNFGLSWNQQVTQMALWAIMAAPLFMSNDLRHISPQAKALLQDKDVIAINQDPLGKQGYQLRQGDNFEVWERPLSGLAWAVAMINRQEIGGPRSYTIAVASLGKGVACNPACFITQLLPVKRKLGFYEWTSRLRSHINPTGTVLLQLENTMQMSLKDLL
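Spleen homogenate 1 ug + cpd (titration) + 4-MU-alpha-D-galactopyranoside 1 mM; 37C 40 min; 50 mM citrate/phosphate pH 5.0, 0.01% Tween-20; stop pH 10; fluorescence 365/440; AC50 via Hill.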
ALDH1A1 block – ALDH1A1 (human) enzyme inhibition; P00352; Purified ALDH1A1, NADH fluorescence, propionaldehyde substrate; Potency, µM (titrated, usually from 75.3 µM), for inactives: at the top dose activity, negative = inhibition, hits mostly inhibitors; actives 7.3% (n = 220,000); AID 1030; active means well fitted inhibition curve with a large enough effect, not every such curve was filed as active; inconclusive means small, poorly fitted or top-dose-only effect, or another doubt; inactive means no such curve, though single readings can be large or run the other way;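 further: plate controls were no enzyme wells and a reference inhibitor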
Target sequence (P00352 whole entry, looked up): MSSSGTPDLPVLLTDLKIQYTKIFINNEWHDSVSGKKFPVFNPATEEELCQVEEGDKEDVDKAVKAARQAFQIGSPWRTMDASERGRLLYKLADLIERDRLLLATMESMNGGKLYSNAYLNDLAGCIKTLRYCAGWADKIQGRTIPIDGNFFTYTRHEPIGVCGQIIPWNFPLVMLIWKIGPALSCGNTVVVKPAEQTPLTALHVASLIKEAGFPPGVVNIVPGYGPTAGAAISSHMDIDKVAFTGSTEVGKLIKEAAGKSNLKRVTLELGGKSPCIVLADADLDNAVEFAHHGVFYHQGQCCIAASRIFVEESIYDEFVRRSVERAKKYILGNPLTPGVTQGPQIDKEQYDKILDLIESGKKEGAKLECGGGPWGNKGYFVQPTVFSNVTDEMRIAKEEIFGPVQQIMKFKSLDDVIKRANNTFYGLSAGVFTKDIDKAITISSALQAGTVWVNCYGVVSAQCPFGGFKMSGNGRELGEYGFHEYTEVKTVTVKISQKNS
SMN2 splice enh – enhancers of SMN2 splice variant expression | HEK293 SMN2-luciferase splicing reporter, luminescence, 30-36 h | Potency, µM (highest dose often 46.1 µM), without a hit: top-dose activity change, positive = activation, hits mostly activators | actives 2.8% (n = 210,000) | AID 1458; further: % of control where 0% means no effect; nearly all actives have a fitted effect of over 55% in size
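qHTS luciferase splicing reporter: luminescence rises when SMN2 exon 7 is included in transfected HEK293 cells. Compound exposure lasted 30-36 h at 37C, with 4.5 mM final sodium butyrate as control, followed by a ONE-Glo read.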
GAA glycogen mod – alters human alpha-glucosidase cleavage of glycogen | P10253 | recombinant GAA, glycogen substrate, Amplex Red glucose oxidase fluorescence | Potency, µM (highest dose often 76.4 µM), for the others: at the highest dose activity change, negative = inhibition, actives largely listed as inhibitors | actives 0.38% (n = 300,000);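 further: 0% = full enzyme reaction and -100% = no-enzyme basal signal; the screen sought inhibitors and activators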
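Recombinant human enzyme (4 nM); glycogen substrate; 37 C, 40 min, pH 5.0. Readout: coupled glucose oxidase/Amplex Red fluorescence.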
GAA inh – inhibitors of human lysosomal alpha-glucosidase; actives 0.005% (n = 200,000); purified human GAA, 4-MU-alpha-glucoside fluorescence; P10253; Potency, µM (highest dose often 76.9 µM), without a hit: top-dose activity change, negative = inhibition, usual class: inhibitors;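 further: plate controls were uninhibited enzyme wells for no effect and no-enzyme background for full effect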
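Human enzyme at 4 nM with 400 uM 4-methylumbelliferyl-alpha-D-pyranoside, citrate/phosphate buffer pH 5.0, 0.005% Tween-20, 20 min at room temperature. Compounds up to 77 uM. 4-MU fluorescence (Ex 365/Em 440) read after NaOH/glycine stop; AC50 from Hill fit.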
* = called active by the depositor; ? = inconclusive; . = not tested or not shown; [ ] = remark or other dose. Unless noted, the call rests on the fitted dose curve; in most records, active means well fitted curve in the direction sought with a large enough effect; inconclusive means small, poorly fitted or top-dose-only effect, or another doubt; inactive means no such curve, though single readings can be large; an effect the other way counts as inactive or inconclusive. Potency means the concentration at half of the fitted maximal effect. The list is partial; count on the stated rates, not on these rows.

Molecule,aGlu spleen mod,RGS12 GoLoco inh,KDM4E inh,aGal spleen mod,ALDH1A1 block,SMN2 splice enh,GAA glycogen mod,GAA inh
Cc1cc(/C=C2\SC(N)=NC2=O)c(C)n1-c1ccc(F)cc1,7%,44%[activator],-12%,-1%,?,.,3%,8%
O=C(COC(=O)C1(c2ccc(F)cc2)CCCC1)NCc1ccco1,-1%,6%,-9%,3%,-8%,-8%,3%,6%
Cc1c(CN2CCc3c([nH]c4ccccc34)C2C2CCCCC2)cnn1C (stereo not given),-3%,8%,-13%,-14%,-10%,.,-6%,?
CCN(CC)C(=O)CN1C(=O)C2(OCC(C)(c3ccccc3)CO2)c2ccccc21 (stereo not given),2%,9%,-8%,12%,?,-1%,-3%,-2%
COc1cc(OC)nc(N/N=C(\c2ccccc2)c2ccncc2)n1,-1%,-12%,-12%,1%,-14%,-13%,6%,0%
CCNC(=S)NC1CC2CCC(C1)N2Cc1ccccc1 (stereo not given),-9%,2%,4%,0%,8%,-10%,0%,1%
COc1ccc(OC)c(S(=O)(=O)Nc2ccccc2C)c1,-7%,-2%,10%,-8%,8%,13%,2%,3%
CN(Cc1nc(Cc2ccccc2F)no1)Cc1cccc2ncccc12,4%,16%,-20%,2%,2%,.,-11%,?
Cc1ccc(C(=O)N/C(=C\c2ccc(C(C)C)cc2)C(=O)NCCCN2CCOCC2)cc1,-5%,6%,0%,14%,?,9%,1%,-1%
C[Si](C)(C)C#Cc1ccccc1NC(=S)Nc1ccccc1,-14%,0%,?,10%,13µM*,24%,.,.
Cc1cc(Cl)ccc1N=c1ssnc1Cl,4%,4%,11µM*,9%,1.3µM*,-23%,-3%,-5%
CCCCN(C(=O)Cn1nnc2ccccc21)C(C(=O)NCCOC)c1ccccc1 (stereo not given),-1%,-1%,-3%,7%,-1%,1%,4%,1%
c1ccc(-c2noc(CSc3nnnn3C3CCCCC3)n2)cc1,-7%,145%[activator],-4%,5%,3.2µM*,-29%,-4%,10%
Cc1ccc(S(=O)(=O)NCCC(=O)Oc2ccc3ccc(=O)oc3c2)cc1,?,8%,?,?,.,.,9%,.
Cc1cccc(NC(=O)CN(C)S(=O)(=O)c2ccccc2)n1,0%,0%,-2%,?,2%,2%,5%,-3%
CCn1c(=N)n(CC(=O)c2cccc([N+](=O)[O-])c2)c2ccccc21,-1%,10%,-5%,-10%,-6%,29%,1%,1%
CN(C)c1cccc(C(=O)OC(C(=O)Nc2ccc([N+](=O)[O-])cc2Br)c2ccccc2)c1 (stereo not given),-14%,-7%,0%,0%,2%,-10%,-5%,?
CCCCN1C2=C(C(=O)CC(C)(C)C2)C(c2ccccc2)C2=C1c1ccccc1C2=O (stereo not given),-6%,31%[activator],?,1%,?,3%,1%,-3%
CCN1C(=O)/C(=C2\SC(=S)N(CCCOC)C2=O)c2ccccc21,0%,13%,-2%,6%,10%,-1%,6%,2%
NS(=O)(=O)c1ccc2c(c1)C1C=CCC1C(C1CC=CCC1)N2 (stereo not given),-6%,57%[activator],?,-6%,?,15%,-11%,-11%
Cc1ccc(NCc2nnc(SCCN3CCCCC3)n2CC2CCCO2)c(C)c1 (stereo not given),-5%,10%,-4%,0%,3%,-6%,0%,-2%
COc1cc(C(=O)Nc2nc3ccccc3s2)ccc1OCc1c(C)noc1C,0%,5%,?,-3%,?,-26%,4%,-4%
Cc1ccc(NC(=S)Nn2cnnc2)cc1,0%,-10%,-24%,1%,3.5µM*,0%,-1%,-9%
CCOc1ccc(NC(=O)CCNS(=O)(=O)c2ccc3c(c2)c(=O)n(C)c(=O)n3C)cc1,-3%,-10%,1%,-8%,3%,3%,3%,-4%
COc1ccc(NC(=O)c2cccs2)cn1,5%,-2%,-3%,5%,.,.,-2%,.
C#CCNC(=O)/C=C/c1ccc(OC)cc1,4%,5%,-5%,2%,12%,14µM*,5%,1%
Cn1c(=O)c2c(ncn2CCN(CCO)Cc2ccccc2)n(C)c1=O,2%,-4%,-1%,9%,-4%,-1%,3%,-8%
COc1cc(NC(=O)CSc2nnnn2Cc2ccccc2)cc(OC)c1,4%,4%,5%,2%,-5%,.,-1%,-10%
C/C(N)=C(/C#N)C(=O)CSc1nnc(-c2ccc3c(c2)OCO3)o1,-4%,8%,6%,-10%,1%,1.1µM*,-2%,3%
O=C(Cn1cnc2c(nnn2Cc2ccc(F)cc2)c1=O)NCc1ccc(F)cc1,-1%,-6%,-2%,-10%,13%,-6%,9%,4%
Cc1cc2ccccn2c1C(=O)c1ccc(N/N=C/c2ccc(C(=O)O)cc2)c([N+](=O)[O-])c1,-5%,22%,-17%,-12%,.,.,1%,.
O=S1(=O)CC(NCc2ccccc2)C(Nc2ccc(Cl)cc2)C1 (stereo not given),-4%,10%,3%,2%,7%,-10%,-18%,0%
Cc1ccc(S(=O)(=O)N2CCOCC2)cc1NC(=O)COC(=O)CNC(=O)c1ccc(C(C)(C)C)cc1,-3%,-9%,-2%,-7%,7.9µM*,?,-14%,?
COC(=O)c1[nH]c2ccccc2c1NC(=O)CN1CCN(c2cccc(Cl)c2)CC1,-9%,-10%,?,-3%,?,4%,-5%,-13%
O=C1c2ccccc2C(=O)N1CCCCSc1nnnn1-c1ccccc1,-4%,-8%,-17%,1%,0.18µM*,-14%,-1%,-5%
O=C(CN1CCN(Cc2ccccc2)CC1)N/N=C/c1ccco1,10%,7%,17%,1%,?,.,3%,-6%
Cc1ccccc1OCC(=O)N(Cc1ccc(N(C)C)cc1)C1CCS(=O)(=O)C1 (stereo not given),-11%,-21%,-1%,-9%,11µM*,1%,-27%,1%
Clc1ccc(-c2nnc(COc3ncnc4ccccc34)o2)cc1,3%,16%,0%,17%,8%,-1%,9%,-11%
CCCCC(CC)CNC(=O)C1C2C=CC(C2)C1C(=O)O (stereo not given),-15%,-2%,8%,10%,6%,15%,-7%,-7%
O=C(c1ccc2c(c1)OCO2)N(c1ccc(F)cc1)C1C=CS(=O)(=O)C1 (stereo not given),-3%,5%,4%,-12%,?,26%,1%,-8%

Sorted by the number under RGS12 GoLoco inh (high to low): some entries from above
canonical_smiles,RGS12 GoLoco inh
Cc1cc2ccccn2c1C(=O)c1ccc(N/N=C/c2ccc(C(=O)O)cc2)c([N+](=O)[O-])c1,22%
CCN(CC)C(=O)CN1C(=O)C2(OCC(C)(c3ccccc3)CO2)c2ccccc21 (stereo not given),9%
Cc1cc(Cl)ccc1N=c1ssnc1Cl,4%

Next entries
Molecule,aGlu spleen mod,RGS12 GoLoco inh,KDM4E inh,aGal spleen mod,ALDH1A1 block,SMN2 splice enh,GAA glycogen mod,GAA inh
CCOc1ccc(-n2c(SCC(N)=O)nc3c(c2=O)SCC3)cc1,-6%,11%,-8%,3%,0%,14%,2%,-7%
O=c1c2ccccc2c(-c2ccccc2)nn1-c1ccccn1,3%,6%,-4%,0%,8%,-4%,4%,8%
CCCCS(=O)(=O)C(=C1Nc2ccccc2N1)S(=O)(=O)CCCC,-2%,1%,6%,4%,9%,-10%,5%,-2%
O=C(Nc1nnc(-c2ccccc2)s1)c1ccc(Cl)c(S(=O)(=O)N2CCOCC2)c1,0%,.,4%,7%,-1%,.,-5%,-2%
CN1CCN(c2nc(-c3cccnc3)nc3scc(-c4ccccc4)c23)CC1,1%,11%,?,6%,12%,-1%,-8%,-9%
COc1cc(C2CC(=O)Oc3ccc(C(C)(C)C)cc32)cc(OC)c1OC (stereo not given),-1%[119 µM],-9%[88.7 µM],.,4%[119 µM],-3%,.,.,.
OCCC1CN(Cc2nc(-c3ccccc3)cs2)CCN1Cc1ccc(F)cc1 (stereo not given),-3%,16%,9%,-11%,10%,.,-9%,-9%[15.4 µM]
c1ccc2c(CSCCc3ccncc3)cccc2c1,-7%,72%[activator],1%,-14%,?,-60%[inhibitor],1%,0%
COC(=O)N1CCC2(CCN(Cc3cc(C(F)(F)F)cc(C(F)(F)F)c3)CC2)CC1,-5%,3%,.,-3%,-17%,-13%,.,.
CC1=Nn2c(nnc2C2CCCCC2)SC1,-3%,-10%,11%,7%,?,7%,-5%,2%
CCOc1cc(NC(=S)NCCCN2CCOCC2)c(OCC)cc1NC(=O)C1CC1,1%,0%,2%,4%,8%,0%[1.84 µM],7%,1%
O=C(NC(=S)Nc1ccccc1)c1cc([N+](=O)[O-])ccc1N1CCOCC1,7%,-2%,6%,6%,3%,.,-2%,.
COc1ccc(CNC(=O)C(NC(C)=O)C(=O)Nc2ccc(C(C)C)cc2)cc1 (stereo not given),.,-7%,-7%,0%,-8%,-5%,4%,-7%
CCOc1ccc(C(C)NC(=O)c2cccnc2OCC)cc1OCC (stereo not given),0%,3%,0%,-4%,4%,5%,6%,3%
Cc1ccc2nc(NC(=O)C3CCN(S(=O)(=O)c4cnc[nH]4)CC3)sc2c1,3%,-5%,-6%,4%,-11%,-46%[inhibitor],-1%,-4%
O=C(CN(c1ccc(F)cc1)S(=O)(=O)c1ccccc1)NCc1ccco1,5%,1%,5%,3%,2%,5%,-5%,-4%
CCOc1ccc(NC(=S)N(CCc2c(C)[nH]c3ccccc23)Cc2ccco2)cc1,8%,-4%,11%,5%,-3%,5%,-17%,-12%
COc1ccc(-c2nnc(-c3cc4c(ccc5ccccc54)oc3=O)o2)cc1,5%,15%,?,22%,?,-15%,3%,7%
